# hcGAS lum = inhibitors of human cGAS. Q8N884. recombinant h-cGAS, ATP depletion, Kinase-Glo luminescence. inhibition, % at 12.5 µM. 290,000 tested, 0.081% active. AID 1259398;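 note: 0% = vehicle reaction and 100% = reaction without DNA for no activity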
# Target sequence (Q8N884 whole entry, looked up): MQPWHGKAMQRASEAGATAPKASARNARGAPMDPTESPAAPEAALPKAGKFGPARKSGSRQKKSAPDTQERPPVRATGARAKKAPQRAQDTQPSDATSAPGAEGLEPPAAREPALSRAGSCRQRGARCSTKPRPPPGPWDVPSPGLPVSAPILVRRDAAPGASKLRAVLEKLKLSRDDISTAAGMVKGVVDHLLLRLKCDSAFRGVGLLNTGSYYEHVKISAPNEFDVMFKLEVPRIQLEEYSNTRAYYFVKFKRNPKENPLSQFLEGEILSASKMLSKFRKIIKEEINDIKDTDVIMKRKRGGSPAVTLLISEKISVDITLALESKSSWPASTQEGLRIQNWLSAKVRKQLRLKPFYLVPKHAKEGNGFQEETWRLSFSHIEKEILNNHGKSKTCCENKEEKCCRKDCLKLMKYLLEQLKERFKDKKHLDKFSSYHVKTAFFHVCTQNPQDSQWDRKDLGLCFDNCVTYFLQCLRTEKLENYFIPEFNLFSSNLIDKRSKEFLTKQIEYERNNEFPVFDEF
# NPYLR7 ag = mosquito NPYLR7 agonism. 270,000 tested, 0.15% active. HEK293T NPYLR7/Galpha15, GCaMP6s calcium fluorescence. activation, % at 10 µM; in the data active = activation above about 40%;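 note: 0% = vehicle and 100% = reference agonist at the receptor; some compounds past the cut are filed as inactive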
# mcGAS lum = inhibitors of mouse cGAS. 160,000 tested, 0.15% active. AID 1259399. recombinant cGAS, Kinase-Glo ATP depletion luminescence. Q8C6L5. inhibition, % at 12.5 µM;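 note: 0% = negative control wells and 100% = reference inhibitor with no enzyme activity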
# Numbers without * were called inactive; . = not tested or not shown; & = joins results of further samples. Cut-off read from the data, not from the text of the source, unless noted: active = inhibition above about 40%; inactive = the rest. Compounds were not picked by outcome. About 0.27% of those tested had a hit in this group.
# Values in the order – hcGAS lum	NPYLR7 ag	mcGAS lum
- O=c1oc2ccccc2cc1-c1nnc(-c2ccc(Br)cc2)o1
  -2	2	-5
- Cc1ccc(C)c(OCC(=O)NC(C)Cc2ccncc2)c1C (stereo unspecified)
  -2	-2	-9
- CC(=O)Nc1cccc(NC(=O)CSc2cn(CC(=O)N3CCCC3)c3ccccc23)c1
  -6	-4	-7
- CC(C)C1CN(C(=O)c2cc3ccccc3[nH]c2=O)CCCN1CC1CC1 (stereo unspecified)
  -7	.	-13
- S=c1[nH]nc(Nc2cccc(Br)c2)s1
  27	-9	.
- COCCS(=O)(=O)c1ncc(CN2CCCC2)n1Cc1ccccc1
  -5	0	.
- O=C(Nc1nnc(-c2ccc(Cl)s2)o1)c1cccc(F)c1
  3	-7	.
- CC1CCN(C(=O)CNc2cc(S(C)(=O)=O)ccc2F)CC1
  -6	2	.
- O=C1CCC2(CCCO2)CCN1Cc1ccccc1OC(F)(F)F (stereo unspecified)
  -7	4	.
- O=C(CCNC(=O)c1ccoc1)Nc1cc(Cl)ccc1F
  -6	-1	.
- Cc1ccc(/C=C/CC(=O)Nc2ncn(CC(=O)N(C)C)n2)cc1
  -11	3	.
- COC(=O)c1c(OCC2CC(=O)N(C)C2)cc(=O)n2c1CCN(Cc1ccc(C)c(C)c1)CC2 (stereo unspecified)
  -10	-2	.
- Cc1cc(C(=O)NCc2ccnc(OC3CCCCC3)c2)n(C)n1
  -2	-2	.
- CNC(=S)Nc1ccc(Nc2ccccc2OC)cc1
  -6	0	.
- CCN1C(=O)C(=Cc2c(NCCOC)nc3c(C)cccn3c2=O)SC1=S
  -2	0	-7
- Cc1nc2ccccc2c(=O)n1NC(=O)c1cccc(C(F)(F)F)c1
  6	-3	4
- Cc1ccccc1-c1cccc(C(=O)N[C@H]2C[C@H]3C(=O)NCC(=O)N3C2)c1
  0	-3	.
- Cn1nnnc1-c1cccc(NC(=O)Cc2ccc(C(F)(F)F)cc2)c1
  -7	19	-14
- COc1ccc(CCNC(=O)N2CCc3ccccc32)cc1OC
  -14	0	-8
- Cc1ccc(Cl)cc1-n1c(SCc2nc(C(=O)NC(C)c3ccccc3)cs2)nnc1-c1ccncc1 (stereo unspecified)
  -6	-5	-6

# Profiles as entered above. Order of screens: hcGAS lum, NPYLR7 ag, mcGAS lum
# `CCN1C(=O)C(=Cc2c(NCCOC)nc3c(C)cccn3c2=O)SC1=S` is listed with -2, 0, -7
# `COC(=O)c1c(OCC2CC(=O)N(C)C2)cc(=O)n2c1CCN(Cc1ccc(C)c(C)c1)CC2` (stereo unspecified) is listed with -10, -2, .
# `Cc1ccc(Cl)cc1-n1c(SCc2nc(C(=O)NC(C)c3ccccc3)cs2)nnc1-c1ccncc1` (stereo unspecified) is listed with -6, -5, -6
# `CC(=O)Nc1cccc(NC(=O)CSc2cn(CC(=O)N3CCCC3)c3ccccc23)c1` is listed with -6, -4, -7
# `Cc1ccc(C)c(OCC(=O)NC(C)Cc2ccncc2)c1C` (stereo unspecified) is listed with -2, -2, -9

# More compounds follow.
# Values in the order – hcGAS lum	NPYLR7 ag	mcGAS lum
- Cc1noc(C)c1S(=O)(=O)N1CCN(C(=O)c2cc(F)cc(F)c2)CC1
  -2	-1	-5
- Cc1c(C)n2c3c(=O)n(Cc4ccccc4)c(=O)n(C)c3nc2n1Cc1ccccc1
  -8	7	-10
- Cc1ccn2c(=O)nc(SCC#N)nc2c1
  -3	2	3
- Cc1nn(C2CCS(=O)(=O)C2)c(C)c1C=C1CCn2c1nc1sc(C)c(C)c1c2=O (stereo unspecified)
  -4	-1	.
- NC(=O)c1ccccc1OCC(=O)N1CCCc2ccccc21
  -16	-6	.
- CN1CCN(c2cncc(C(N)=O)n2)CC1C(=O)O (stereo unspecified)
  -7	1	.
- COc1ccc(F)c(CN2CCCC(O)(CN3CCC4(CCCC4)C3)C2=O)c1 (stereo unspecified)
  -8	-3	.
- COc1cccc(Cn2c(C(=O)N3CCN(C(=O)CCc4ccccc4)C(C)C3)cc3ccsc32)c1 (stereo unspecified)
  -2	-1	-5
- Cc1cc2cc(CNC(=O)c3ccc(S(=O)(=O)N(C)C)cc3)ccc2[nH]1
  -7	-6	-7
- O=C(Nc1ccc(-c2ccco2)cc1)C1CCCN(C(=O)CCN2CCCCCC2=O)C1 (stereo unspecified)
  -3	0	-5
- O=C(CCc1nnc(C2(c3ccc(Cl)cc3)CCC2)o1)N1C[C@@H]2CCC[C@H]1C2
  -5	7	-10
- O=C(CN1CN(c2ccccc2)C2(CCN(C(=O)NC34CC5CC(CC(C5)C3)C4)CC2)C1=O)N1CCOCC1
  -7	12	-4
- CNC(=O)CN(CC(=O)NC)c1ccc(C)c(C)c1
  7	1	.
- CCCn1cc(C2CCN(S(=O)(=O)c3cc(Cl)ccc3OC)CC2)c2ccccc21
  -6	3	-6
- c1cncc(COC2CCCN(Cc3cnc(-c4ccco4)nc3)C2)c1 (stereo unspecified)
  -5	5	1
- CC(C)CNCc1ccc(OS(=O)(=O)c2ccccc2C(=O)OC(C)C)cc1
  0	5	.
- CS(=O)(=O)c1ccc2nc(NC(=O)Cn3[nH]c(=O)ccc3=O)sc2c1
  -6	4	.
- COc1ccc(N=C2NC(=O)/C(=C\c3ccc(O)cc3)S2)cc1
  -11	5	.
- CNC(=O)[C@H]1C[C@]2(CCCCN(C)C2=O)N(C(=O)c2ccc(Cl)cc2)[C@H]1c1ccco1
  -7	7	-7
- COCCN(CC(=O)N1CCc2sccc2C1c1ccccc1C)S(=O)(=O)c1cccc(C(F)(F)F)c1 (stereo unspecified)
  -3	-8	-3
- O=C1N(C2Cc3ccccc3C2)C[C@@H]2C[C@@H](c3cccc4c3OCO4)N3CCC[C@@]123
  -6	6	.
- COc1ccccc1/C=C/CN1CCNC(=O)C1CC(=O)N(C)CC1CCOCC1 (stereo unspecified)
  -5	9	.
- O=C(CCC1CCCN(C(=O)CC2=CCCCC2)C1)Nc1ccc(C(F)(F)F)cc1 (stereo unspecified)
  -8	16	-10
- COc1cccc(-c2cn(CC(=O)NCc3cccc(C)c3)nc2N2CCOCC2)c1
  2	-8	.
- O=C(Nc1cccnc1N1CCN(C(=O)C2CCCC2)CC1)c1ccc2c(c1)OCO2
  -4	-5	-7
- O=C(NCCc1ccccc1)N1CCn2cccc2C1c1ccc(F)c(F)c1 (stereo unspecified)
  -5	13	.
- Cn1c(CN2CCCC(CNC(=O)c3cccs3)C2)nc2ccccc21 (stereo unspecified)
  -3	1	.
- O=C(c1ccc(CSCCc2ccccc2)cc1)N1C2CCC1CC(Oc1ccc(F)cc1F)C2 (stereo unspecified)
  -6	1	-7
- O=C(NCc1cc(-c2ccccc2)n[nH]1)C1CC(=O)N(Cc2ccccn2)C1 (stereo unspecified)
  -3	22	-12
- CN1C(=O)Cc2cc(C3=NNC(=Nc4cccc(C(F)(F)F)c4)SC3)ccc21
  -10	11	.
- CN1CCc2c(sc3c2C(=O)NC(c2ccco2)N3)C1 (stereo unspecified)
  -8	22	-4
- COc1cccc(C=Nn2c(C)nnc2C)c1O
  -4	6	-7
- O=C(Cc1ccccc1F)N1CCC(n2c(Cc3ccccc3)nc3ccccc32)CC1
  5	2	3
- CC(C)c1cc(C(=O)NCC2CCCO2)nn1-c1nc2ccccc2s1 (stereo unspecified)
  -8	8	-8
- Cc1ccccc1N1CCN(c2cc(Cl)nc(SCC(=O)NC(Cc3ccccc3)c3ccccc3)n2)CC1 (stereo unspecified)
  -1	6	-4
- CS(=O)Cc1ccc(Cl)c(NCC(=O)N2CCOCC2)c1 (stereo unspecified)
  -9	-2	.
- O=C1CCCCCN1CCC(=O)N1CCOC(Cc2ccccc2)C1 (stereo unspecified)
  -7	.	-11
- CC[C@H](C)[C@H](NC1CCN(c2ccc(C(=O)N3CCN(CC)CC3)cc2)CC1)C(=O)OC
  -5	1	-11
- COCc1cccc(C(=O)NCc2ccc(C)cc2)c1
  -7	-13	.
- CCCCN1CCCCC1(C)C(=O)NCc1cccs1 (stereo unspecified)
  -7	-10	-2

# 3 records picked at random from the list so far:
# Values in the order – hcGAS lum	NPYLR7 ag	mcGAS lum
- CCCCN1CCCCC1(C)C(=O)NCc1cccs1 (stereo unspecified)
  -7	-10	-2
- O=C(NCc1cc(-c2ccccc2)n[nH]1)C1CC(=O)N(Cc2ccccn2)C1 (stereo unspecified)
  -3	22	-12
- CN1CCc2c(sc3c2C(=O)NC(c2ccco2)N3)C1 (stereo unspecified)
  -8	22	-4

# Rewritten as tab-separated lines: part of the list above.
Structure	hcGAS lum	NPYLR7 ag	mcGAS lum
COc1cccc(-c2cn(CC(=O)NCc3cccc(C)c3)nc2N2CCOCC2)c1	2	-8	.
COc1ccccc1/C=C/CN1CCNC(=O)C1CC(=O)N(C)CC1CCOCC1 (stereo unspecified)	-5	9	.
O=C(c1ccc(CSCCc2ccccc2)cc1)N1C2CCC1CC(Oc1ccc(F)cc1F)C2 (stereo unspecified)	-6	1	-7
CS(=O)Cc1ccc(Cl)c(NCC(=O)N2CCOCC2)c1 (stereo unspecified)	-9	-2	.
CC[C@H](C)[C@H](NC1CCN(c2ccc(C(=O)N3CCN(CC)CC3)cc2)CC1)C(=O)OC	-5	1	-11
CN1C(=O)Cc2cc(C3=NNC(=Nc4cccc(C(F)(F)F)c4)SC3)ccc21	-10	11	.
CC(C)c1cc(C(=O)NCC2CCCO2)nn1-c1nc2ccccc2s1 (stereo unspecified)	-8	8	-8

# Carrying on:
# Values in the order – hcGAS lum	NPYLR7 ag	mcGAS lum
- Cc1nn(CCNc2cc(N(C)C)ncn2)c(C)c1Cl
  -7	14	.
- COC(=O)c1cc2ccccc2c(N2CCC(C(N)=O)CC2)n1
  1	-1	1
- CN(C)c1cccc(CNC(=O)c2ccc3sc([C@H]4C[C@H](O)[C@@H](CO)O4)nc3c2)c1
  -4	0	-6
- O=C(c1cccc(Cl)c1)N1CCN(S(=O)(=O)c2ccc(F)cc2F)CC1
  0	-8	.
- CN1CCN(c2ccc(C(=O)NC3CCOCC3)nn2)Cc2ccccc21
  1	-1	.
- O=C(Cn1nc(-c2cccs2)c2sc(N3CCCC3)nc2c1=O)Nc1ccccc1F
  -1	-5	-2
- CCCn1ncc(C(=O)N(C)C(C)c2nccs2)c1C (stereo unspecified)
  -3	.	-12
- Cc1ccc(S(=O)(=O)N2CCCC(OCc3ccc(F)c(F)c3)C2)cc1 (stereo unspecified)
  -10	22	-4
- O=C(NCc1ccccc1-n1cncn1)c1onc2ccccc12
  4	13	.
- Cn1c(=O)[nH]c(=O)c2c1nc(CN(Cc1ccccc1)Cc1ccccc1)n2CCN1CCOCC1
  -7	-5	.
- O=C(CNC(=O)c1ccc2c(c1)OCCO2)N=Nc1c(O)[nH]c2ccccc12
  -3	-5	-6
- Cc1cccnc1[C@H](C)Nc1nc(-c2cccnc2)nc2c1cnn2C
  0	4	.
- CS(=O)(=O)c1ccc2nc(NC(=O)C3CCC3)sc2c1
  -3	4	1
- CCOC(=O)c1nn(-c2ccccc2C)c(=O)cc1OC(C)C
  2	8	.
- O=C(O)C1CC2(CCNCC2)CN1C(=O)CCc1ccc(F)cc1 (stereo unspecified)
  -3	-5	.
- CCOCc1cc(C)[nH]c(=O)c1C#N
  -2	0	.
- CCc1nc2c(OCCOc3ccccc3)cccn2c1N(C)C(=O)COc1ccccc1
  -8	-3	-5
- CN(C)CCNc1c2c(c(C#N)c3nc4ccccc4n13)CCC2
  -3	18	.
- Cc1ccc(-c2csc3ncn(CC4CCCO4)c(=O)c23)s1 (stereo unspecified)
  -6	8	.
- COc1ccccc1N1CCC(N2CCOC(C(F)(F)F)C2)CC1 (stereo unspecified)
  0	9	-8
- CC1CC(C)CN(C(=O)COC(=O)Cn2c(C(F)(F)F)nc3ccccc32)C1 (stereo unspecified)
  -1	-2	.
- Cn1cccc1-c1[nH]nc(SCc2ccccc2)c1C#N
  1	12	.
- O=C1CC(C(=O)NCc2ccco2)C2(CCCCC2)O1 (stereo unspecified)
  -9	1	.
- O=C(c1cn(CC2CCCO2)nn1)N1CCC(Cc2ccccc2F)CC1 (stereo unspecified)
  -6	14	.
- CCCCNC(=O)c1cc(-c2ccc(F)cc2)n2nc(C(C)(C)C)cc2n1
  -7&-6	6&13	-11&-6
- Cc1ccc(C)c(-n2c(SCC(=O)c3c(N)n(C)c(=O)n(C)c3=O)nc3ccccc3c2=O)c1
  -9	1	-7
- COCC(=O)N1CCCCC1C1=CCCN(Cc2c(C)noc2C)C1 (stereo unspecified)
  -4	12	.
- Oc1ccc(CN2CC[C@@H](N3CCN(CCc4ccccc4)CC3)[C@H](O)C2)cc1Cl
  -5	15	.
- OCC1(CCCc2ccccc2)CCN(Cc2nc3ccc(F)cc3[nH]2)CC1
  -2	1	.
- CCCc1c(C(=O)N2CCCC2)cnn1-c1cccc(C)c1
  -1	18	-4
- COCCCNC(=O)C(NC(=O)c1ccccc1)C1CCN(C(=O)c2ccc(C(F)(F)F)cc2)CC1 (stereo unspecified)
  -5	2	-5
- NC(=O)N=Nc1c(O)[nH]c2ccccc12
  3	-6	.
- COCC(=O)N(Cc1csc(COc2cccc3ccccc23)n1)CC(C)C
  0	18	-4
- Cc1ccc(C(C)C)c(OCC(=O)N=Nc2c(O)[nH]c3ccc([N+](=O)[O-])cc23)c1
  -5	1	.
- Cc1cc(Cl)ccc1-n1nc(C)c(CCC(=O)O)c1C
  -13	10	.
- COc1ccc(CN(C(=O)/C=C/c2ccccc2)C(C)C)cc1OS(C)(=O)=O
  -3	13	-5
- NC(=O)c1ccc(NCCc2csc3ccccc23)nn1
  -9	-1	.
